RAD54 inh = RAD54 (human) branch migration inhibition; RAD54 Holliday junction branch migration, FAM/BHQ fluorescence; inhibition, % at 10.4 µM; hit rate 0.14% among 360,000; AID 602329;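 active = mean normalized replicate activity at least 40 and at least half of replicates scoring 40 or more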;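 also: 0% = median of neutral control wells and 100% = median of positive control wells; inhibitors cause a drop in the FAM fluorescence signal; in these data hits start at about 50%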
Target sequence (Q92698 whole entry, looked up): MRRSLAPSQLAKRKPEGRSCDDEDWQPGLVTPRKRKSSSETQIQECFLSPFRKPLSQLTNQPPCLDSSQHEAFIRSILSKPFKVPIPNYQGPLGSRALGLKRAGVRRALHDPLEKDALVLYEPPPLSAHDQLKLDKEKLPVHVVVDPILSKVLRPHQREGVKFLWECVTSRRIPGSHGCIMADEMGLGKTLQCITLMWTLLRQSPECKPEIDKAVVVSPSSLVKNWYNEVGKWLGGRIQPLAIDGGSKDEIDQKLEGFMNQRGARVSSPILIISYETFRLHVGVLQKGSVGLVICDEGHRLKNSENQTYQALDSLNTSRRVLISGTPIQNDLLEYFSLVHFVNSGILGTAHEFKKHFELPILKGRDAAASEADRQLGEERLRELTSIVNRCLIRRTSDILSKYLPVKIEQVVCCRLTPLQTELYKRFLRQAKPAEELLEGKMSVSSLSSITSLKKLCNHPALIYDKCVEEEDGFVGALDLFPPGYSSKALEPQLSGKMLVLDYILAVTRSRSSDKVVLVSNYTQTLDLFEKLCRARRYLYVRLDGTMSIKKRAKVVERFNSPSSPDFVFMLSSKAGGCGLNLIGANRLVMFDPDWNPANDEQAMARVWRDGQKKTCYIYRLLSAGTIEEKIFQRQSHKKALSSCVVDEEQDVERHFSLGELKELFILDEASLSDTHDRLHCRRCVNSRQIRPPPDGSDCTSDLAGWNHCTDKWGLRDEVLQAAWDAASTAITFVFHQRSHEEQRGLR
Active calls of the source: *. The list is partial (hit frequency here may not be typical).

Start of the listing, in advance, 6 compounds:
SMILES	RAD54 inh
COc1cccc(C2CC(c3ccccc3Cl)n3nnnc3N2)c1 (centres undefined)	14
CCOC(=O)c1cccc(NC(=O)C2CCCN(S(=O)(=O)c3c(C)n[nH]c3C)C2)c1 (centres undefined)	-2
COc1ccccc1NC(=O)CCSc1nnnn1C	0
CC(=O)NC1CC2CCCC(C1)N2CC(=O)Nc1ccccc1 (centres undefined)	-8
COc1cc(-c2nc(-c3ccc(NC(=O)c4ccc5c(c4)OCO5)cc3)no2)cc(OC)c1OC	4
Cc1ccc(S(=O)(=O)CCc2nnc(NC(=O)c3ccccn3)s2)cc1	-2

The listing, from the first entry:
SMILES	RAD54 inh
COc1cccc(C2CC(c3ccccc3Cl)n3nnnc3N2)c1 (centres undefined)	14
CCOC(=O)c1cccc(NC(=O)C2CCCN(S(=O)(=O)c3c(C)n[nH]c3C)C2)c1 (centres undefined)	-2
COc1ccccc1NC(=O)CCSc1nnnn1C	0
CC(=O)NC1CC2CCCC(C1)N2CC(=O)Nc1ccccc1 (centres undefined)	-8
COc1cc(-c2nc(-c3ccc(NC(=O)c4ccc5c(c4)OCO5)cc3)no2)cc(OC)c1OC	4
Cc1ccc(S(=O)(=O)CCc2nnc(NC(=O)c3ccccn3)s2)cc1	-2
CCNC(=O)NC(=O)C(C)OC(=O)c1oc2ccccc2c1CSC1CCCCC1 (centres undefined)	1
Cc1ccc(S(=O)(=O)NC(=O)Nc2nnc(C)s2)cc1	-13
O=c1c2ccccc2nc(-c2ccc(Cl)cc2)n1C1CCS(=O)(=O)C1 (centres undefined)	-5
O=C(O)c1cccc(N2C(=O)c3cccnc3C2=O)c1	6
COc1ccc(S(=O)(=O)Nc2cccc(/C=C/C(=O)O)c2)cc1	2
COc1ccc2nc(SCC(=O)N3CCN(c4ccc(F)cc4)CC3)c(C#N)cc2c1	-5
COc1ccc(-c2nnc(-c3ccc(OCC(C)C)cc3)o2)cc1	1
N#Cc1nc(COc2cccc(Cl)c2)oc1NCc1ccncc1	4
Cc1occc1-c1nnc(SCC(=O)c2ccc(Cl)cc2)n1C	7
CC(NC(=O)Cn1cnc2c1c(=O)n(C)c(=O)n2C)c1ccccc1 (centres undefined)	0
COC(=O)CSc1nnc(-c2cccnc2)o1	6
COCCOc1ccc(C(F)(F)F)cc1NC(=O)COC(=O)c1c(C)noc1C	3
O=C(Nc1ccon1)c1cnc2sccn2c1=O	2
CN1CCN(c2nc(-c3ccccc3)cc(C(F)(F)F)n2)CC1	4
COc1ccc(/C=C(\C#N)C(=O)Nc2cc(S(=O)(=O)N3CCCCC3)ccc2N2CCCCC2)cc1	2
Cc1nn(-c2nc3ccccc3[nH]2)c(N)c1-c1ccccc1	-1
Cc1ccccc1-n1c(CSC(=N)N)nc2ccccc2c1=O	-5
CCN(CC)CC(=O)c1c[nH]c2ccc(OC)cc12	13
Clc1cc2c(c(Cn3cnc4ccccc43)c1)OCOC2	5
CCCCCCc1cc2cc(-c3nnc(-c4ccccc4)o3)c(=O)oc2cc1O	1
COc1ccccc1NC(=O)c1nn(-c2ccccc2)ccc1=O	6
CCOC(=O)N1CCN(CC(=O)Nc2ccc(C)c(Br)c2)CC1	3
COc1cc2c(cc1OC)C(c1ccc(-c3ccc(Cl)cc3Cl)o1)=NCC2	-18
O=C(CSc1nnc(-c2ccncc2)n1CCc1ccccc1)NCc1ccccc1	14

10 of these compounds, reformatted:
Structure | RAD54 inh
COc1ccc(/C=C(\C#N)C(=O)Nc2cc(S(=O)(=O)N3CCCCC3)ccc2N2CCCCC2)cc1 | 2
Cc1nn(-c2nc3ccccc3[nH]2)c(N)c1-c1ccccc1 | -1
Cc1ccccc1-n1c(CSC(=N)N)nc2ccccc2c1=O | -5
CCN(CC)CC(=O)c1c[nH]c2ccc(OC)cc12 | 13
Clc1cc2c(c(Cn3cnc4ccccc43)c1)OCOC2 | 5
CCCCCCc1cc2cc(-c3nnc(-c4ccccc4)o3)c(=O)oc2cc1O | 1
COc1ccccc1NC(=O)c1nn(-c2ccccc2)ccc1=O | 6
CCOC(=O)N1CCN(CC(=O)Nc2ccc(C)c(Br)c2)CC1 | 3
COc1cc2c(cc1OC)C(c1ccc(-c3ccc(Cl)cc3Cl)o1)=NCC2 | -18
O=C(CSc1nnc(-c2ccncc2)n1CCc1ccccc1)NCc1ccccc1 | 14

(list continues)
SMILES	RAD54 inh
C=COCCNC(=O)C(=O)NC(C)C	-7
CCSc1ncc(Cl)c(C(=O)N(Cc2ccc(N(C)C)cc2)C2CCS(=O)(=O)C2)n1 (centres undefined)	10
CC1CC(C)CN(C(=O)CSc2nnc(CSc3ncccn3)n2C)C1 (centres undefined)	1
COCCNC(=O)CCn1c(=O)oc2ccccc21	-6
O=C(Nc1ccc(NC(=S)NC(=O)c2cccs2)cc1)c1ccccc1	-2
CCCCc1cc(=O)oc2cc(OS(C)(=O)=O)ccc12	-14
COC(=O)Nc1nc(-c2ccccc2)c(C(=O)c2ccccc2)s1	9
COc1ccc(CN=Cc2[nH]c3ccc(Br)c(Cl)c3c2O)cc1	-7
CCn1c(SCC(=O)Nc2ccc(Cl)cc2)nc2nc3c(cc2c1=O)CCCC3	-5
CCOC(=O)c1oc2ccccc2c1N	3
CCCCCCCC(=O)NC(Nc1ccc(S(N)(=O)=O)cc1)C(Cl)(Cl)Cl (centres undefined)	-1
CC(=O)CSc1nnc(NC(=O)CCc2ccccc2)s1	0
Nc1cc(=O)[nH]c(SCC(=O)N2CCCc3ccccc32)n1	6
O=C(Nc1cccc(Cl)c1)c1ccc2c(=O)n3c(nc2c1)CCCCC3	4
O/N=C/c1cc(Cl)ccc1OCc1ccccc1Cl	-1
Cc1sc2nc(SCC(=O)N3CCCCC3)[nH]c(=O)c2c1C	-14
COc1ccc(C2C(C#N)=C(N)Oc3n[nH]c(C)c32)cc1Cn1nc(C)c([N+](=O)[O-])c1C (centres undefined)	8
COc1ccccc1C1=Nn2c(nnc2C2CCCCC2)SC1	6
O=C(c1ccco1)N1CCN(c2ncnc3c(-c4ccccc4)nsc23)CC1	-4
COc1ccc(NC(=O)N2CCCCN3[C@H](C2)[C@H](c2ccc(C#Cc4ccccc4)cc2)[C@@H]3CO)cc1	-1
Cc1cc(C)c2c(CC(=O)NCc3ccco3)coc2c1	-11
S=C(NCc1cccs1)Nc1ccc(Cl)cc1	-3
O=C(Nc1cccc(NC(=O)c2ccc(Br)o2)n1)c1ccc(Br)o1	8
CCCCn1c(/N=C/c2ccc(N(C)C)cc2)nc2ccccc21	6
CCCC(=O)Nc1ccc(-c2nc3cc(C)ccc3o2)cc1	-12
CC1(C)N=C(N)NC(Nc2cccc(Br)c2)=N1	-2
CNc1oc(-c2ccccc2)nc1C#N	-5
CCc1cc(=O)oc2cc(C)cc(OC(C)C(=O)O)c12 (centres undefined)	3
CCc1ccc(OCC(=O)N2CCN=C2c2ccccc2)cc1	-5
O=C(c1ccccc1)c1ccc(OC(=O)N2CCCC2)cc1	-14
COc1ccc(C2(C(=O)c3ccccc3)C(=O)c3ccccc3C2=O)cc1	-6
CC(C)CC(=O)N1CCC(N2CCN(c3ccccc3)CC2)CC1	10
CC(C)(C)c1cc[n+](/C(C(=S)NC2CC2)=C(/[O-])c2ccc(Cl)s2)cc1	5
CCCCc1nc(NCc2ccccc2)c(C#N)c2c1COC(C)(C)C2	-5
O=S1(=O)CCN(Cc2cccc(Cl)c2)CC1	6
CCOC(=O)c1sc2nc3c(cc2c1N)COC(C(C)C)C3 (centres undefined)	-18
Cc1ccc(NC(=O)Cn2nnc(-c3ccccc3NC(=O)c3cccs3)n2)cc1	7
Cc1nc(N2CCN(Cc3ccccc3)CC2)nc2c1C(=O)CC(c1ccco1)C2 (centres undefined)	-2
N/C(=N/O)c1nc(N2CCCC2)nc(N(c2ccccc2)c2ccccc2)n1	7
Brc1ccc(C2=Nn3c(nnc3-c3n[nH]c4c3CCC4)SC2)cc1	4
Cc1cccn2cc(CNC(=O)C3CCCCC3)nc12	-5
Cc1ccc(SCc2[nH]nc3c2C(C(C)C)C(C#N)=C(N)O3)cc1 (centres undefined)	5
O=C(Nn1cnnc1)c1ccc(F)c(S(=O)(=O)N2CCCCC2)c1	12
CCOc1ccc(NC(=O)CSc2nnc(-c3ccco3)n2C)cc1	-1
O=C(CCC(=O)OCC(=O)c1ccc(Br)cc1)NC1CCCCC1	-4
CCOC(=O)c1[nH]c2ccccc2c1NC(=O)c1ccco1	4
Cc1ccc2cccc(NC(=S)NC(=O)c3c(Br)cnn3C)c2n1	-5
O=C1C2=C(SCCS2)C(=O)N1CCCO	-10
CCc1nnc(NC(=O)c2cccc(NC(=O)C(C)C)c2)s1	-5
CCOC(=O)N1CCN(C(=O)CSc2ccc(Cl)cc2)CC1	-3
Cc1ccc(N2C(=O)CC(Cn3nc(C)cc3C)C2=O)cc1 (centres undefined)	6
O=C(c1cn(-c2ccccc2)nc1-c1ccccc1)n1nnc2ccccc21	2
CCOC(=O)Cn1c(=N)n(Cc2ccccc2F)c2ccccc21	-5
Cc1cc(NC(=O)CSc2nnc(COc3cccc(C)c3C)n2C)no1	-8
O=C(O)C1CCCCC1C(=O)Nc1ccccc1Cl (centres undefined)	-11
CCCCOc1ccc(NC(=O)CN2CCN(C(=O)OCC)CC2)cc1	0
N/C(=N\OC(=O)CCC1CCCCC1)c1cccc([N+](=O)[O-])c1	-5
O=C(Cn1c(=O)n(CC(=O)NCc2ccccc2)c2ccccc21)NCc1ccccc1	-1
Oc1ccc(CNc2ccc(F)cc2)c2cccnc12	3
O=C(Nc1ccc(F)cc1)N1CCN2C(=O)c3ccccc3C12c1ccccc1 (centres undefined)	-4
Remaining list, next part:
SMILES	RAD54 inh
CCOC(=O)/C(N=Nc1ccc(F)cc1)=C(/O)c1ccc([N+](=O)[O-])cc1	2
CCCCCCC(=O)NNC(=O)CC(=O)Nc1ccccc1C(=O)O	0
N#Cc1c(N)n(CCNC(=O)c2ccc(Cl)cc2)c2nc3ccccc3nc12	13
O=C(CN1CCN(S(=O)(=O)c2ccc(Br)cc2)CC1)Nc1ccc(F)cc1	1
N#Cc1c(NC(=O)c2ccccc2)sc2c1CCC2	10
COc1ccccc1CNC(=O)CSc1nc2nc(C)cc(C)n2n1	-7
CCOc1cc(CNc2ccc3c(c2)CCC3)ccc1O	-3
COc1ccc(C(=O)c2c(C)oc3cc([N+](=O)[O-])c(O)c([N+](=O)[O-])c23)cc1	-17
COc1cc(Cn2c(C(=O)O)cc3sccc32)cc(OC)c1OC	9
c1ccc(-c2ccc3c(c2)c2c4n3CCN=C4CCC2)cc1	24
COC(=O)Cc1cc(=O)[nH]c(Nc2nc3ccccc3o2)n1	5
COC(=O)CCC(=O)NNC(=O)CCCOc1ccc(Cl)cc1Cl	1
O=C(NNC(=S)Nc1ccc(Br)cc1)c1ccc(N2CCOCC2)c([N+](=O)[O-])c1	10
O=C(Nc1nc(=S)ss1)c1c(F)cccc1F	-10
CCCCNC(=O)c1ccc2c(SCC(=O)O)c3c(nc2c1)CCCC3	-14
Cc1ccc(-n2ncc3c(=O)[nH]c(SCC(=O)N4CCN(c5ccccc5)CC4)nc32)cc1	-3
CN(C)Cc1ccccc1Sc1ccc(Br)cc1	4
O=C(CCc1nc2cccnc2n1Cc1ccccc1)N1CCOCC1	-2
C=CCn1c(O)c(N=NC(=S)Nc2cccc(OC)c2)c2ccccc21	-10
CC1CCN(C(=S)NC(=O)c2ccccc2)CC1	3
O=C(C1CCN(S(=O)(=O)c2cnc[nH]2)CC1)N1CCN(c2ncccn2)CC1	11
CCc1c(C)nc(SCCOc2ccc(OC(C)C)cc2)[nH]c1=O	10
CC1(C)Cc2c(C#N)c(N3CCN(C(=O)c4ccco4)CC3)nc(Cc3ccccc3)c2CO1	6
O=S(=O)(Nc1nc2ccccc2nc1Nc1ccc2c(c1)OCO2)c1ccccc1	-11
COc1cccc(N/C=C(\C#N)c2ccc(OCCCF)cc2)c1	-4
CCCCCCN1CC(O)=C(c2ccccc2)C1=N	0
CC(C)CCNc1nnnc2c1sc1nc(N3CCOCC3)c3c(c12)CC(C)(C)SC3	-2
CCc1cccc(CC)c1NC(=O)c1ccccc1CCc1ccccc1	-9
COC(=O)c1sc(NC(=O)C2CCCCC2C(=O)O)c(C(=O)OC)c1C (centres undefined)	-2
COCCOc1cc(Nc2nnc(C(F)(F)F)s2)c(Cl)cc1Cl	-5
Cc1cc(C)c(C(=O)COC(=O)Cn2cnnn2)cc1C	8
COc1ccc(-c2cc(OC)c3ccccc3n2)cc1	5
O=C(NCCc1c[nH]c2ccccc12)C(=O)NCC(c1ccco1)N1CCN(c2ccccc2F)CC1 (centres undefined)	2
Cc1cccc2nc(CSc3nc4ccc([N+](=O)[O-])cc4[nH]3)c(Br)n12	4
O=C(COc1ccc(F)cc1)N(CC1=CCS(=O)(=O)C1)c1ccccc1	14
O=C(c1cccs1)N1CCN=C1SCc1ccccc1	1
CS(=O)(=O)N(CC(N)=O)c1ccc(F)c(Cl)c1	4
CCc1nnc(NCn2nc(C)cc2C)s1	-1
CC(C)(C)Cc1nnc(NS(=O)(=O)c2ccc(F)cc2)s1	-9
O=C(CCCn1c(=O)[nH]c2ccsc2c1=O)N1CCCCC1	1
Cc1ccc(CNS(=O)(=O)/C=C/c2ccc3c(c2)OCO3)cc1	4
COc1ccccc1Nc1nc(N)nc(CSc2nnc(C)s2)n1	-13
COc1cccc(C2C(C#N)=C(N)OC3=C2C(=O)CC(c2ccco2)C3)c1OCc1ccc(F)cc1 (centres undefined)	6
CCN(CCNC(=O)C1CCN(S(=O)(=O)c2cccc3nsnc23)CC1)c1ccccc1	8
COc1ccc(CC(=O)Nc2c3c(nn2-c2cccc(C)c2C)CS(=O)C3)cc1OC (centres undefined)	-5
O=C(Nc1ccccn1)c1ccc(=O)[nH]n1	-9
COc1cc(/C=N/O)cc(Br)c1OS(=O)(=O)c1ccc(C)cc1	-1
Cc1cc(C)n2c(Br)c(CSc3nc4ccccc4o3)nc2n1	-1
Cc1cc(C)n(C(=O)c2ccc(C)o2)n1	-16
Cc1[nH]n(-c2ccc([N+](=O)[O-])cc2)c(=O)c1C=NCCN1CCN(C(=O)c2ccccc2)CC1	-5
COC(=O)c1ccc(CSc2nnc(C)s2)cc1	6
COC(=O)CSc1nnc(SCc2ccc(OC)cc2)s1	-4
O=C(COC(=O)CN1C(=O)C(=O)c2ccccc21)OCN1C(=O)c2ccccc2C1=O	6
C/C(=N\NC(=O)c1c(Cl)c(C)nn1C)c1cccc(NC(=O)COc2ccc(Cl)cc2)c1	1
CC1(C)S/C(=N/N=C/c2ccco2)NC1=O	-2
CCCCOc1ccc(C(=O)NCc2ccco2)cc1	2
